Compound activity from PubChem BioAssay.
NSD2 HMT inh = inhibitors of human histone methyltransferase NSD2; NSD2 peptide methylation, AlphaScreen, 120 min; O96028; inhibition, % at 12.5 µM; 310,000 tested, 0.54% active; in the data active = inhibition above about 50%
C-LANA FP = inhibitors of KSHV LANA C-terminal domain DNA binding; 340,000 tested, 0.078% active; inhibition, % at 9 µM; MBP-C-LANA/FAM-LBS DNA binding, fluorescence polarization; AID 504423;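 active = highest replicate inhibition at or above 60% at 9 µM, even if other replicates fall short; inactive = all replicates below 60% inhibition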;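 note: 0% = neutral control wells and 100% = 4 µM acridine orange control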
Keap1-Nrf2 PPI = inhibitors of human Keap1-Nrf2 protein-protein interaction; Q14145; AID 504523; inhibition, % at 9.4 µM; Keap1 Kelch-Nrf2 peptide fluorescence polarization, 1536-well; 340,000 tested, 0.15% active; in the data active = inhibition above about 12%;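 note: human Keap1 Kelch domain with fluorescein labeled Nrf2 9mer peptide probe; 0% = neutral control wells and 100% = peptide positive control; higher means more block of Keap1 binding to Nrf2 peptide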
Target sequence (Q14145 whole entry, looked up, the tested form may be a part): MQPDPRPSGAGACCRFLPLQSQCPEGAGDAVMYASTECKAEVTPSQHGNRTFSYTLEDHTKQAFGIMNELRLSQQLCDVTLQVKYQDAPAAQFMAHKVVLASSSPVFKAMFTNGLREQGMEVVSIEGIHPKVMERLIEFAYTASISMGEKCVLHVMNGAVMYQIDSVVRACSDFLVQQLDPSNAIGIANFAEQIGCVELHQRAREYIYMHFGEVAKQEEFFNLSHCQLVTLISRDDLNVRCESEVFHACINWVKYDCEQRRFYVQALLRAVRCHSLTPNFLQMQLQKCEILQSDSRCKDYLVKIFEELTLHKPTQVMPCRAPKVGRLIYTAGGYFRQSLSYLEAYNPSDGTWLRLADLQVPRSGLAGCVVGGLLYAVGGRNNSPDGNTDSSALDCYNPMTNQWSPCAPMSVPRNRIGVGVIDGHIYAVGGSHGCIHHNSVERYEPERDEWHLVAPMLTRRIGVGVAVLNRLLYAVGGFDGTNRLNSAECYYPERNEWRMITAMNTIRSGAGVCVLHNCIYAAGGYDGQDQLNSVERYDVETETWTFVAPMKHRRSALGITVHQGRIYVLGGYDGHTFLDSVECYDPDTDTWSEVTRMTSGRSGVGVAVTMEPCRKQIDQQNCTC
PvdQ acylase = blocks Pseudomonas aeruginosa PvdQ acylase activity; inhibition, % at 10 µM; purified PvdQ acylase, fluorescence plate reader; AID 488965; 340,000 tested, 0.063% active; in the data active = inhibition above about 30%, passing the limit was not always enough;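 note: 0% = vehicle neutral wells and 100% = reference inhibitor wells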
Arr AP2 block = blocks beta-arrestin peptide binding to AP2 adaptin; inhibition, % at 10 µM; FITC-arrestin peptide / GST-AP2 beads, flow cytometry; AP2 beta2 appendage carries R879A mutation; AID 504490; 340,000 tested, 0.31% active;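 active = inhibition above a set limit, near 3 SD of compounds lacking own fluorescence, cut at about 54% in these data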;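 note: plate controls were DMSO wells for no effect and 5 µM unlabelled arrestin peptide for full effect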
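system = GST-tagged AP2 beta2-adaptin appendage (R879A) on 4 µm glutathione beads | reagent = FITC-labelled arrestin peptide probe, 50 nM final | schedule = compound with beads 12 min RT, then probe 1 h RT | signal = HyperCyt-sampled flow cytometry, FL1 channel, ex 488/em 535 nm | read-out = percent response from loss of bead-bound FITC fluorescence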
RTF Ca sens inh = cardiac RTF calcium desensitization; inhibition, % at 7.15 µM; P19429+P45379; IANBD-labeled cardiac RTF, Ca2+ fluorescence; 340,000 tested, 0.12% active;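 active = inhibition above the mean inhibition of all tested compounds plus 3 SD, cut at about 17% in these data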;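 note: assay run at fixed EC70 calcium of 1.6 mM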
SR-BI HDL uptake = inhibitors of mouse SR-BI mediated HDL lipid uptake. Q61009. 320,000 tested, 0.96% active. inhibition, % at 12.5 µM. ldlA[mSR-BI] CHO cells, DiI-HDL uptake fluorescence, 3 h;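 active = mean replicate inhibition of at least 70% and a set share of replicates each scoring 70 or more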;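 note: 0% = median of neutral control wells and 100% = median of positive control wells; values of inactives mirror those of a sister screen read the other way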
DAGLB inhibitor = blocks human DAGLB lipase activity; 340,000 tested, 0.059% active; inhibition, % at 5.17 µM; HEK293T DAGLB membrane lysate, EnzChek fluorogenic substrate; AID 504411; Q8NCG7; in the data active = inhibition above about 34%;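 note: 0% = enzyme with vehicle and 100% = wells lacking enzyme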
PKA-R2B activ = PKA-R2B complex activation; 340,000 tested, 0.079% active; AID 504700; activation, % at 11.4 µM; PKA-R2B holoenzyme dissociation, Cy5-IP20 fluorescence polarization; R2B truncated from residue 108, S112A mutant; 0% DMSO only, 100% 113 µM cGMP;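 active = activation above a cutoff set at the mean over all compounds plus 3 SD, cut at about 18% in these data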;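 note: higher means more holoenzyme dissociation and a rise in polarization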
Target sequence (P31323 whole entry, looked up, other chains not shown, the tested form may be a part): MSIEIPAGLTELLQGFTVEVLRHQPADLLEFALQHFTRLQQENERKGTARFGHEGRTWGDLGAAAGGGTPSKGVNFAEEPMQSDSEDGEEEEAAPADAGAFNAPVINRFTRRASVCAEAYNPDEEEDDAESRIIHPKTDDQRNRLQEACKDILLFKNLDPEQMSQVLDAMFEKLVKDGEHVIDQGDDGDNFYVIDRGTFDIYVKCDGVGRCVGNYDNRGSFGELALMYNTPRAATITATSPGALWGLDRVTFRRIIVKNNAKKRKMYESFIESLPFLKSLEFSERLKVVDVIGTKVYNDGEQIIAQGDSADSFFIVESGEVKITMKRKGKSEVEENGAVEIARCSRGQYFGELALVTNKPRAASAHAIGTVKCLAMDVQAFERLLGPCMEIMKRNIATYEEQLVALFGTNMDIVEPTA
SR-BI uptake up = SR-BI HDL lipid transfer activation | AID 504775 | activation, % at 12.5 µM | 320,000 tested, 0.096% active | CHO ldlA[mSR-BI] cells, DiI-HDL uptake fluorescence, 3 h; 100 = double the neutral-control signal;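 active = mean replicate activation of at least 60% and every replicate at or above 60%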;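 note: 0% = median plate neutral-control signal and 100% = twice that signal; values of inactives mirror those of a sister screen read the other way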
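system = CHO ldlA[mSR-BI] cells, LDL receptor-null, SR-BI overexpressing | medium = Ham's F12 with 0.5% BSA, HEPES 25 mM, pH 7.4 | probe or stimulus = DiI-HDL 10 µg/mL | compound dosing = single-point compound dose | incubation = compound exposure 3 h, 37 °C | technique = DiI fluorescence, bottom read | read-out = cell-associated DiI fluorescence as measure of HDL uptake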
Numbers without * were called inactive; . = not tested or not shown.

SMILES | NSD2 HMT inh | C-LANA FP | Keap1-Nrf2 PPI | PvdQ acylase | Arr AP2 block | RTF Ca sens inh | SR-BI HDL uptake | DAGLB inhibitor | PKA-R2B activ | SR-BI uptake up
CCCc1cc(C(=O)Nc2cccc(Cl)c2)no1 | . | 0.1 | -6 | -5 | -8 | -2 | 17 | -9 | 1 | -17
CCc1ccccc1NS(=O)(=O)c1cc2c(cc1C)n(C)c(=O)c(=O)n2C | . | -0.8 | -6 | -4 | -1 | -8 | -13 | -2 | 5 | 13
Cc1ccc(S(=O)(=O)N2CCCCC2)cc1NS(=O)(=O)c1ccc(Cl)c(C(=O)O)c1 | 0 | -1.6 | -1 | -17 | -1 | -4 | -14 | 7 | -1 | 14
C=CCN(C(=O)c1csnn1)C(C(=O)NC1CCCCC1)c1ccccc1 (centres undefined) | -7 | 0.4 | -3 | -10 | -4 | 0 | -1 | 0 | -9 | 1
C/C(=N/NC(=O)c1ccc(Br)o1)c1cccs1 | -1 | 0.3 | -3 | -13 | 3 | -5 | -9 | -2 | 2 | 9
CCn1c(=N)n(CC(O)COc2ccc(C)cc2)c2ccccc21 (centres undefined) | 2 | -0.6 | -1 | -11 | 1 | 5 | -4 | 2 | 1 | 4
Nc1cccc(S(=O)(=O)Nc2ccc(Br)cc2)c1 | -2 | 0.2 | -6 | -5 | 9 | -7 | . | 0 | -6 | .
COc1ccc(CN2C(=O)[C@@H]3C(c4ccccc4Cl)=NO[C@@H]3C2=O)cc1 | -1 | 0.0 | -2 | -17 | -1 | 5 | 4 | -8 | -12 | -4
CCOc1ccc(NC(=S)NC(=O)c2cnn(CC)c2)c([N+](=O)[O-])c1 | -4 | 0.7 | -4 | -16 | 24 | -6 | 8 | -2 | 1 | -8
CC(C)C(NC(=O)c1c(F)cccc1F)C(=O)N1CCN(c2ncccn2)CC1 (centres undefined) | 2 | 0.0 | -3 | -14 | -4 | -13 | 17 | -6 | -3 | -17
O=C(Nn1c(-c2ccc(F)cc2)nc2ccccc2c1=O)C1CCCCC1 | 0 | 0.5 | 1 | 12 | 28 | -2 | -29 | 0 | -3 | 29
CCc1ccccc1N1CN(Cc2cccnc2)CNC1=S | -1 | -0.7 | -4 | -14 | 11 | -3 | . | -6 | 4 | .
Cc1ccc(S(=O)(=O)NNC(=O)c2sccc2-n2cccc2)cc1 | 3 | -0.6 | -7 | -8 | 6 | -4 | 29 | 3 | -11 | -29
COc1ccc(C(C(=O)NCC2CCCO2)N(C(=O)CNC(=O)c2cccs2)c2ccccc2)cc1OC (centres undefined) | 1 | 1.1 | -2 | 0 | 2 | -7 | -26 | -1 | -5 | 26
Cc1ccc(C(C)C)c(OCc2ccc(-c3nnco3)cc2)c1 | 3 | -1.9 | 0 | -13 | -10 | -1 | 32 | -11 | -13 | -32
COc1ccccc1N1CCN(C(=O)c2cc3cc(C)ccc3[nH]2)CC1 | 3 | -0.9 | 4 | -5 | 8 | -3 | 6 | -5 | 3 | -6
Cc1ccc(S(=O)(=O)NC2(C(F)(F)F)NC(=O)N(Cc3ccccc3)C2=O)cc1 (centres undefined) | -3 | 2.2 | 2 | 6 | 42 | -3 | 0 | -2 | -4 | 0
Cc1c(C)n(CCO)c2ncnc(Nc3ccc(F)cc3)c12 | 6 | -1.5 | -3 | -12 | -5 | -4 | 15 | 0 | 6 | -15
CC(C)CC(=O)Nc1nnc(S(=O)(=O)N2c3ccccc3CC2C)s1 (centres undefined) | . | -0.3 | -3 | -11 | -4 | -8 | -10 | -5 | 8 | 10
COc1ccc(/C=C/S(=O)(=O)NCc2ccccc2)cc1OC | -3 | 0.3 | -2 | 2 | 17 | -6 | 1 | 1 | -13 | -1
C[C@H](NC(=O)c1ccco1)C(=O)N1CCN(c2ccc(C(F)(F)F)cn2)CC1 | 0 | 2.7 | -1 | -2 | -7 | 2 | 12 | 3 | -11 | -12
c1ccc(N2CCN(c3ncccn3)CC2)cc1 | 2 | -0.3 | -2 | -1 | 12 | 2 | -11 | -3 | 1 | 11
Cc1ccccc1N/N=C/c1ccc(C#N)cc1 | 3 | -2.3 | -3 | -15 | -8 | -4 | 6 | -2 | -2 | -6
O=C(NCCSCc1c(F)cccc1Cl)Nc1ccccc1 | 0 | 1.2 | 0 | -1 | -13 | 8 | -11 | -12 | -14 | 11
N#CC1=C(N)SC(N)=C(C#N)C1C1CC=CCC1 (centres undefined) | 2 | 1.5 | 0 | -10 | -3 | 0 | 8 | 3 | 8 | -8
(further entries)
SMILES | NSD2 HMT inh | C-LANA FP | Keap1-Nrf2 PPI | PvdQ acylase | Arr AP2 block | RTF Ca sens inh | SR-BI HDL uptake | DAGLB inhibitor | PKA-R2B activ | SR-BI uptake up
CC(C)C1CC(CCN2CCCCC2)(c2ccccc2)CCO1 (centres undefined) | -1 | -0.6 | 2 | -6 | 15 | 1 | -12 | -2 | -14 | 12
CCOc1ccc(C2CC(c3c(O)c4ccccc4oc3=O)=NN2c2ccccc2)cc1OC (centres undefined) | -16 | -1.1 | -8 | -7 | 9 | -28 | . | -7 | -9 | .
O=C1C(Cl)=C(NC(=O)c2ccccc2)C(=O)C(Cl)=C1NC(=O)c1ccccc1 | 4 | -2.7 | -4 | -13 | 58* | -5 | 26 | -1 | -2 | -26
CC(NS(=O)(=O)c1ccc(Br)cc1)C(=O)NCc1ccco1 (centres undefined) | -1 | 1.6 | -3 | 10 | 16 | -4 | 5 | -3 | 5 | -5
COc1ccc(CN(C)CC2CCCN(CCc3ccc(Cl)cc3)C2)cc1OC (centres undefined) | 15 | -0.7 | -2 | -21 | 5 | -1 | 4 | -2 | -2 | -4
O=C(CCCCCN1C(=O)c2cccc3cccc(c23)C1=O)NCCCO | -1 | -1.8 | -1 | 5 | 12 | 2 | -9 | 0 | -14 | 9
Cc1ccc(C(=O)COC(=O)CCC(=O)Nc2ccccc2Cl)cc1[N+](=O)[O-] | -1 | -0.9 | -1 | -5 | 4 | -5 | -16 | 0 | 3 | 16
Cc1ccc(C)c(S(=O)(=O)NCc2ccc(C(=O)N3CCC(Cc4ccccc4)CC3)cc2)c1 | -4 | -1.2 | -4 | 12 | 9 | -4 | 0 | -2 | -14 | 0
O=C(COc1cccc2c1CCNC2=O)Nc1ccc(F)cc1 | -1 | 0.7 | -4 | -17 | -10 | -25 | -13 | -1 | -10 | 13
COc1cc(/C=C(\NC(C)=O)C(=O)NC(C)(C)CC(C)(C)C)ccc1OC(C)=O | -1 | 0.5 | -3 | -9 | -6 | 4 | 4 | -2 | -13 | -4
COCCCn1c(SC(C)C(=O)NC2CC2)nc2ccccc2c1=O (centres undefined) | 0 | -0.2 | -2 | 11 | 6 | -3 | -16 | -1 | -6 | 16
COc1ccc(C(=O)Nn2cnc3ccccc3c2=O)cc1[N+](=O)[O-] | -4 | 1.5 | -3 | 6 | 40 | -5 | 14 | -5 | -1 | -14
COc1ccc(/C=C/C(=O)NCc2ccc3c(c2)OCO3)cc1OC | 1 | -0.1 | -3 | 4 | 32 | -2 | 14 | -5 | -1 | -14
O=C(CCC(=O)NNC(=O)c1ccc([N+](=O)[O-])cc1)NCc1ccccc1 | -2 | 0.0 | -3 | -10 | 4 | -10 | 18 | -2 | -1 | -18
CCOC(=O)N1CCN(C(=O)CN(c2ccc(Oc3ccccc3)cc2)S(C)(=O)=O)CC1 | -2 | -0.4 | -6 | -13 | -5 | -16 | -15 | 0 | 7 | 15
NC(=O)COc1ccc(C23CC4CC(CC(C4)C2)C3)cc1 | -1 | -1.1 | -3 | -5 | 10 | -5 | -34 | 0 | 0 | 34
CCCCn1c(CNC(=O)CCC)nc2ccccc21 | . | -1.2 | -4 | -19 | -6 | 1 | 4 | -2 | 6 | -4
CC(C)(C)OC(=O)N1CCC(c2c(C(=O)N3CCN(C4CCCCC4)CC3)cnn2-c2ccc(F)cc2)CC1 | 1 | -1.3 | -1 | 4 | 5 | -7 | -19 | 1 | 7 | 19
CCc1ccc2nc3n[nH]c(N)c3cc2c1 | 1 | -0.9 | 4 | -4 | 3 | -6 | -5 | 3 | 4 | 5
CCN1CCN(CCCOc2ccccc2-c2ccccc2)CC1 | 11 | 0.3 | -3 | -7 | 2 | 8 | -26 | 0 | -11 | 26

Filtered by structure: the entries above containing a Cl atom.
SMILES | NSD2 HMT inh | C-LANA FP | Keap1-Nrf2 PPI | PvdQ acylase | Arr AP2 block | RTF Ca sens inh | SR-BI HDL uptake | DAGLB inhibitor | PKA-R2B activ | SR-BI uptake up
CCCc1cc(C(=O)Nc2cccc(Cl)c2)no1 | . | 0.1 | -6 | -5 | -8 | -2 | 17 | -9 | 1 | -17
Cc1ccc(S(=O)(=O)N2CCCCC2)cc1NS(=O)(=O)c1ccc(Cl)c(C(=O)O)c1 | 0 | -1.6 | -1 | -17 | -1 | -4 | -14 | 7 | -1 | 14
COc1ccc(CN2C(=O)[C@@H]3C(c4ccccc4Cl)=NO[C@@H]3C2=O)cc1 | -1 | 0.0 | -2 | -17 | -1 | 5 | 4 | -8 | -12 | -4
O=C(NCCSCc1c(F)cccc1Cl)Nc1ccccc1 | 0 | 1.2 | 0 | -1 | -13 | 8 | -11 | -12 | -14 | 11
O=C1C(Cl)=C(NC(=O)c2ccccc2)C(=O)C(Cl)=C1NC(=O)c1ccccc1 | 4 | -2.7 | -4 | -13 | 58* | -5 | 26 | -1 | -2 | -26
COc1ccc(CN(C)CC2CCCN(CCc3ccc(Cl)cc3)C2)cc1OC (centres undefined) | 15 | -0.7 | -2 | -21 | 5 | -1 | 4 | -2 | -2 | -4
Cc1ccc(C(=O)COC(=O)CCC(=O)Nc2ccccc2Cl)cc1[N+](=O)[O-] | -1 | -0.9 | -1 | -5 | 4 | -5 | -16 | 0 | 3 | 16
